LGR2 antag: inhibitors of bursicon-induced LGR2 CRE-luciferase signal, primary screen, cell-based, HEK293, CRE-luciferase reporter, bursicon stimulation; Drosophila bursicon receptor LGR2 (rickets); bursicon-stimulated, 4 h; inhibition, % at 9.99 µM; actives 0.35% (n = 380,000);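 active = drop in luminescence signal, shown as inhibition above about 50% in the replicate tests, limit read from the data, passing the limit was not always enough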;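 note: agonist challenge used bursicon conditioned medium at about half maximal strength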
ERAP1 inh: human ERAP1 aminopeptidase inhibitors, primary screen, biochemical, single point, plate reader; Endoplasmic reticulum aminopeptidase 1 (Homo sapiens), Q9NZ08; AID 652197, 2013; inhibition, % at 10.7 µM; recombinant ERAP1, Leu-AMC fluorescence, 60 min; actives 0.15% (n = 340,000);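 active = mean replicate inhibition of at least 30%, or all replicates individually reaching that 30% level; inactive = mean below 30% and not every replicate reaching it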;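 note: 0% = neutral control wells and 100% = L-leucinethiol positive control wells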
Cneo AK release: Cryptococcus neoformans cell lysis inducers, primary screen, AK release luminescence, single concentration | AID 651654, 2012 | actives 0.2% (n = 360,000) | C. neoformans lysis, adenylate kinase release luminescence, 4 h; normalised: neutral wells 0, clomiphene wells 100 | lysis activity, % at 15 µM;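 active = mean lysis activity across replicates of at least 80%, whatever share of replicates individually reach that level; inactive = mean lysis activity below 80%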
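Schedule: static 4 h at 37 °C with compound, 1 h detection; system: C. neoformans cells; benchmarks: Clomiphene as positive control; buffer or medium: fresh YPD medium; measure: luminescence rise reflecting yeast cell lysis; measured by: luminescent adenylate kinase detection reagent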
Xi reactivation: activators of inactive X chromosome reactivation, primary screen, imaging, XiGFP fibroblasts, GFP high-content imaging, set 2; AID 743238, 2013; XiGFP mouse fibroblasts, % GFP-positive cells imaging, 3 d; cells co-treated with 5-aza-dC sensitizer; scaled so ellipticine positive control = 100%; activation, % at 7.58 µM; actives 0.055% (n = 360,000);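 active = mean normalized replicate activation at least 10% and every replicate at or above 10%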;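 note: 0% = median of on-plate neutral control wells and 100% = ellipticine 6 µM median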
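System: XiGFP fibroblasts, SV40-immortalized. Medium: DMEM plus 5-aza-dC sensitizer. Doses: single point. Timing: 3 d treatment, 15 min room-temperature fixation. Control set: ellipticine 6 µM.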
S100A4 MyoIIA: inhibitors of S100A4-myosin IIA peptide binding, primary screen, biochemical, fluorescence polarization, TAMRA-MyoIIA peptide | Protein S100-A4 (Homo sapiens), P26447 | inhibition, % at 10.7 µM | actives 0.14% (n = 360,000) | AID 652163, 2013;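 active = mean inhibition of at least 70% across replicates, with every replicate also reaching that level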
Target sequence (P26447 whole entry, looked up): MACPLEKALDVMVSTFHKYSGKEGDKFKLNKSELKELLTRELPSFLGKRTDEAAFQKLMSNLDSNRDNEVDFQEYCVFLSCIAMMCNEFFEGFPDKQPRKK
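Material: S100A4 monomer (human). Medium: Calcium-containing HEPES buffer, pH 7.2. Probe or stimulus: labelled myosin peptide probe, 5 nM. Compound dosing: one concentration per compound. Timing: polarization read 5 min after assay mix addition, stable 5–60 min. Benchmarks: DMSO as neutral control, TFP as positive control.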
PGC1a acetyl inh: inhibitors of PGC1a acetylation signal, primary screen, cell-based, U2OS, AlphaScreen, inhibitor mode; AlphaScreen anti-acetyl-lysine; with virally co-expressed GCN5 acetyltransferase; inhibition, % at 15.6 µM; actives 0.17% (n = 350,000); AID 651687, 2012;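 active = every replicate shows inhibition of at least 40%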;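 note: 0% = neutral control wells and 100% = positive control wells; some results beyond the cut were filed as inactive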
SIRT5 block: SIRT5 desuccinylase inhibitors, primary screen, biochemical, fluorescence imaging, single point, set 5; NAD-dependent protein deacylase sirtuin-5, mitochondrial (Homo sapiens), Q9NXA8; inhibition, % at 15 µM; Purified SirT5, succinyl-peptide AMC, trypsin-coupled fluorescence; actives 1.1% (n = 330,000); in the data active = inhibition above about 15%
Target sequence (Q9NXA8 whole entry, looked up): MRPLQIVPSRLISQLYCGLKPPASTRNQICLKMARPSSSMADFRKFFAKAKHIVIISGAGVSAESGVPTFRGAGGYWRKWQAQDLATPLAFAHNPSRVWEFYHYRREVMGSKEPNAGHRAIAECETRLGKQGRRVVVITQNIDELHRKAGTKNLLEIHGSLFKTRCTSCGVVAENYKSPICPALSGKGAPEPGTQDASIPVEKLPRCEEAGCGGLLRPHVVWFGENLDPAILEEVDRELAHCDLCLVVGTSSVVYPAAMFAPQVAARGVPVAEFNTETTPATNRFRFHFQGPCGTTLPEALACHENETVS
C2C12 statin: suppressors of statin myotoxicity in C2C12 myotubes, primary screen, cell-based, single point, plate reader; rescue of ATP level, % at 7.49 µM; actives 0.78% (n = 330,000); C2C12 myotubes + simvastatin, ATP luminescence, 48 h; scaled: DMSO 0, geranylgeraniol control 100;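 active = mean ATP rescue above about 67%, or every replicate alone reaching that limit, limit read from the data, passing the limit was not always enough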;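 note: myotubes were challenged with 10 µM simvastatin during compound exposure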
The depositor's hits bear a star; · = no result given. Only part of the results is shown (hit frequency here may not be typical).

SMILES	LGR2 antag	ERAP1 inh	Cneo AK release	Xi reactivation	S100A4 MyoIIA	PGC1a acetyl inh	SIRT5 block	C2C12 statin
C[C@@H]1CCCCO[C@H](CN(C)S(=O)(=O)c2ccccc2)[C@@H](C)CN([C@H](C)CO)C(=O)c2cc(N(C)C)ccc2O1	1.1	2.5	-1.4	-0.1	15.3	-17.2	4.1	6.5
CCc1c(C)nc(SC(C(=O)O)c2ccccc2)c(C#N)c1C (configuration not stated)	0.6	·	0.8	0.1	·	1.3	·	·
Cc1cccc([C@@H]2[C@@H]3C(=O)N(Cc4ccccc4)C(=O)[C@@H]3[C@]3(C)C(=O)N(c4cccc(Cl)c4)C(=O)N23)c1	18.4	-2.8	-0.4	-0.1	3.0	-2.3	0.8	3.3
c1ccc2[nH]c(-c3cscn3)nc2c1	-21.9	-3.4	-1.5	0.4	-5.6	7.9	-2.2	-2.8
CCOC(=O)c1nc(NCc2ccccc2)c2ccccc2n1	·	3.7	·	0.0	0.0	·	-2.6	·
COC(=O)c1ccc(CSc2ccccc2NC(=S)Nc2cccc(C(F)(F)F)c2)o1	-59.5	0.3	0.8	0.1	-3.9	-6.9	·	2.0
O=C(O)CCCC(=O)Nc1ccccc1C(=O)N1CCOCC1	13.5	-0.9	·	0.0	1.0	9.9	28.4*	·
C[C@H]1CN([C@@H](C)CO)C(=O)c2cc(NC(=O)Nc3ccc(C(F)(F)F)cc3)ccc2O[C@H]1CN(C)C(=O)Nc1ccc(C(F)(F)F)cc1	3.2	-0.4	-1.6	0.2	1.9	-7.7	0.4	-6.7
Cc1ccsc1CN(C)CC(=O)N(C)CC(=O)Nc1c(Cl)cccc1Cl	-2.3	-0.5	1.6	0.1	-3.9	-20.9	·	-0.3
COCCN(C[C@H]1[C@H](c2ccccc2)[C@@H](CO)N1C(C)=O)C(=O)c1ccncc1	14.6	-4.0	-0.9	0.1	3.3	10.5	0.9	-2.7
COc1ccc(-c2coc3cc(O[C@@H]4O[C@H](CO)[C@@H](O)[C@H](O)[C@H]4O)c(OC)cc3c2=O)cc1	15.5	-1.4	-0.4	0.1	-0.4	-2.4	-5.2	4.9
C[C@H]1CN([C@@H](C)CO)C(=O)CCCn2nncc2CO[C@@H]1CN(C)C(=O)Nc1cccc(Oc2ccccn2)c1	-4.4	-2.2	-4.3	0.4	-7.8	2.4	7.3	1.5
Cc1cc(C)n2nc(SCc3ccccc3C(=O)O)nc2n1	10.1	2.0	5.5	-0.1	-1.0	·	-2.3	11.4
CC1=NNC(=O)C1Cc1c(Cl)cccc1Cl (configuration not stated)	3.7	-1.5	-4.1	-0.1	0.6	5.4	3.7	-5.4
CC(C)C#Cc1ccc([C@H]2[C@@H](CO)N3C(=O)CN(C(=O)NC4CCCCC4)C[C@H]23)cc1	7.8	2.4	·	0.2	4.1	-1.4	0.3	·
O=C(Nc1ccc(C(=O)O)cc1)/C(=C\c1ccco1)NC(=O)c1ccccc1	-13.3	3.3	1.9	0.5	-9.6	8.0	3.3	-1.7
CC1(C)CC(NC(=O)C2CCN(S(=O)(=O)c3ccccc3C(F)(F)F)CC2)CC(C)(C)N1	-3.3	1.6	13.8	0.2	-9.5	-3.3	-4.8	-3.9
O=C1c2ccccc2C(=O)N1CSc1nnc(Nc2ccccc2)s1	24.7	-4.6	·	0.1	3.3	-2.7	-12.4	·
CCCN1C[C@H](C)[C@H](OC)CN(C)C(=O)c2ccc(NC(=O)COC)cc2OC[C@H]1C	19.9	0.1	4.7	-0.5	2.0	·	5.4	10.9
COc1cc(C(=O)NCc2nnc(SCC(=O)c3ccc(Cl)cc3)o2)cc(OC)c1OC	-5.1	-2.4	0.2	0.0	0.4	1.8	0.1	11.4
C[C@H](CO)N1C[C@H](C)[C@@H](CN(C)C(=O)Nc2ccc(C(F)(F)F)cc2)OCc2cnnn2CCCC1=O	-4.1	0.2	0.4	-0.2	2.6	8.5	-72.9	-20.7
CCN1CCN(CCCNC(=O)c2ccc3c(=O)n(CCc4ccccc4)c(=O)[nH]c3c2)CC1	-4.9	-2.2	0.8	-0.1	-4.0	0.9	-0.2	-6.8
Cc1ccccc1/C=N/N=C1/NC(=O)CCS1	-32.2	-0.6	·	0.0	-2.7	7.8	-2.7	·
Cc1ncc(CO)c(/C=N/NC(=O)c2cccc(S(=O)(=O)N3CCCC3)c2)c1O	4.2	1.1	·	0.3	-3.4	-19.5	0.1	5.4
CCCC(=O)Nc1ccc2c(c1)C(=O)N(C)[C@@H]1CC[C@H](CC(=O)NCc3ccccc3)O[C@@H]1CO2	-1.6	-0.4	-3.1	0.2	-7.6	-7.4	-0.4	-13.1
CCC(CO)Nc1nc(CN2CCCCC2)nc2scc(-c3ccccc3)c12 (configuration not stated)	-3.2	-4.3	-1.3	0.0	-15.4	·	-2.7	3.8
N#CC1=C(N)Oc2cc(N)ccc2C1c1ccccc1 (configuration not stated)	8.4	-0.3	3.7	0.0	0.6	-1.7	8.3	4.9
COc1cc(OC)cc(C(=O)OCCNC(=O)Cn2cnc3c2c(=O)n(C)c(=O)n3C)c1	11.6	-1.8	·	0.0	5.3	·	-3.9	·
Cc1ccc(Nc2ccc(C(F)(F)F)cc2[N+](=O)[O-])cc1	-9.7	0.2	6.5	-0.1	4.3	1.9	-2.4	·
COc1ccc(CCn2c(O)c(C=Nc3cccc(F)c3)c(=O)[nH]c2=O)cc1OC	-4.2	0.5	0.1	0.1	4.3	4.1	-4.3	·
CC(Sc1nn(-c2ccc(F)cc2)c(=S)s1)C(=O)c1c(N)n(C)c(=O)n(C)c1=O (configuration not stated)	2.9	0.2	9.7	0.0	-5.0	-1.6	1.4	-12.9
COC(=O)[C@H](CCSC)NC(=O)Nc1cccc(C)c1C	-12.8	1.9	-2.5	0.1	-1.9	1.2	-0.6	·
O=C(/C=C/c1ccc2c(c1)OCO2)c1ccccn1	-61.6	-2.4	-0.6	0.0	-4.7	·	·	·
CC(=O)c1c(N2CCOCC2)[nH]c(-c2ccccc2)nc1=S	-9.8	0.9	0.8	0.6	0.8	·	-1.1	21.4
CC1CCN(C(=O)Cn2cc(C(F)(F)F)ccc2=O)c2ccccc2S1 (configuration not stated)	-2.6	1.6	0.3	0.1	2.4	21.5	-0.5	7.9
CNC(=S)c1cc(C(C)(C)C)c(O)c(C(C)(C)C)c1	1.7	-1.7	·	-0.1	-1.6	·	-5.0	-18.9
CCc1ccc(CN2C(=O)c3ccccc3C2C(=O)NCC2CCCO2)cc1 (configuration not stated)	8.9	·	0.7	-0.2	5.5	-5.2	-2.8	-12.3
Cc1ccc(C)n1CCN1CCN(S(=O)(=O)c2ccc(F)cc2F)CC1	0.8	3.1	·	0.0	5.0	13.5	-1.9	·
O=C(N/N=C/c1cccnc1)c1cc(-c2ccccc2OCc2ccccc2)n[nH]1	36.0	3.1	-3.1	0.0	-3.0	·	-3.9	·
O=S(=O)(N[C@H]1CC[C@@H](CCn2cc(-c3cccc(F)c3)nn2)O[C@H]1CO)c1ccc(Cl)cc1	-11.4	-2.7	7.8	-0.4	-1.3	6.9	-0.1	31.0
Cc1c(NC2=CC(=O)CC(C)(C)C2)c(=O)n(-c2ccccc2)n1C	-32.8	-4.0	0.8	0.7	-2.2	5.8	1.5	0.0
COc1ccc(S(=O)(=O)Nc2ccc3c(c2)C(=O)N([C@@H](C)CO)C[C@H](C)[C@H](CN(C)C(=O)NC2CCCCC2)OCCCC[C@@H](C)O3)cc1	-0.7	0.8	1.4	1.2	13.9	1.8	2.8	·
COc1ccc(-c2nc3ncccn3c2Nc2ccccc2)cc1	-34.6	7.2	·	0.0	5.1	7.8	-5.5	·
COc1ccc(C(CNC(=O)CN2C(=O)NC3(CCCC3)C2=O)N(C)C)cc1 (configuration not stated)	-10.3	3.8	1.9	0.2	-3.7	2.6	4.4	1.0
CCn1cc(S(=O)(=O)CC(=O)Nc2cc(C)ccc2C)c2ccccc21	15.3	5.0	0.4	-0.1	0.6	6.4	-3.6	-17.6

Individual results from the entries so far.
Cc1ccsc1CN(C)CC(=O)N(C)CC(=O)Nc1c(Cl)cccc1Cl in Xi reactivation is listed with 0.1
O=C(N/N=C/c1cccnc1)c1cc(-c2ccccc2OCc2ccccc2)n[nH]1 in Cneo AK release is listed with -3.1

An excerpt from above, limited to LGR2 antag and C2C12 statin:
compound	LGR2 antag	C2C12 statin
c1ccc2[nH]c(-c3cscn3)nc2c1	-21.9	-2.8
C[C@H]1CN([C@@H](C)CO)C(=O)c2cc(NC(=O)Nc3ccc(C(F)(F)F)cc3)ccc2O[C@H]1CN(C)C(=O)Nc1ccc(C(F)(F)F)cc1	3.2	-6.7
CC(C)C#Cc1ccc([C@H]2[C@@H](CO)N3C(=O)CN(C(=O)NC4CCCCC4)C[C@H]23)cc1	7.8	·

The listing continues:
SMILES	LGR2 antag	ERAP1 inh	Cneo AK release	Xi reactivation	S100A4 MyoIIA	PGC1a acetyl inh	SIRT5 block	C2C12 statin
CC1(C)CC(=O)c2cc(C(=O)NNc3ccccc3)c(=O)n(-c3ccccc3)c2C1	4.5	-6.9	·	0.0	-14.0	5.5	21.5*	·
COc1cccc(OCCCOc2ccccc2C(C)C)c1	4.3	-0.5	-0.8	·	3.3	0.3	-3.4	-6.0
COc1ccc(/C=C/C(=O)NC(=S)NNC(=O)[C@H]2C[C@@H]2c2ccccc2)cc1OC	5.5	-6.0	-1.5	0.1	2.8	21.9	-3.2	11.9
Cc1c(C(=O)N(C)c2ccc(Cl)cc2)cnn1-c1ccccc1	-23.3	0.8	-0.4	-0.1	-4.3	22.0	6.8	1.7
O=C(NCCCN1CCOCC1)c1cc(Cl)ccc1[N+](=O)[O-]	1.1	1.2	·	0.0	-0.5	·	7.7	·
CCN(C(=O)COC(=O)c1cccnc1SC)c1c(N)n(Cc2ccccc2)c(=O)[nH]c1=O	8.5	-5.5	0.5	0.0	-0.9	9.9	-2.6	1.0
CCCCCc1ccc(-c2nnc(N)s2)cc1	-78.8	-5.7	·	0.0	3.8	7.7	-1.6	-2.4
CC(C)(C)c1nnc(N/N=C/c2ccc(O)cc2)n(N)c1=O	-1.6	0.4	3.7	0.0	19.4	·	-0.8	·
CCCCC1CCC(c2ccc(C(N)=O)cc2)CC1 (configuration not stated)	26.6	-0.4	0.5	0.4	1.7	3.7	-1.3	·
O=C(NN=Cc1ccccc1Cl)C(=O)Nc1cccc(C(F)(F)F)c1	12.9	-1.2	·	0.7	-2.4	·	·	·
C[C@H]1CN([C@@H](C)CO)C(=O)Cc2cc(NC(=O)CCN3CCOCC3)ccc2O[C@@H]1CN(C)C(=O)Nc1cccc2ccccc12	2.9	-0.6	-0.6	1.0	-11.2	-6.1	3.7	4.2
O=C(/C=C/c1ccccc1Cl)OCC(=O)N1CCc2ccccc21	-15.9	-8.5	-1.2	0.0	-2.2	13.0	-5.7	10.7
